# WRN inhibitor: inhibitors of human WRN helicase | Q14191 | WRN helicase unwinding, fluorescent forked duplex, kinetic | Potency, µM (top dose mostly 114 µM), for the others: top-dose activity change, negative = inhibition, hits mostly inhibitors | 360,000 compounds, 0.46% hits; further: potency means the concentration at half of the fitted maximal effect; on the % scale 0 is the no-effect control and ±100 the full control effect; nearly all actives have a fitted effect of over 55% in size
#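 Kinetic fluorescence helicase assay: unwinding of a quenched forked DNA duplex (100 nM final) with 2 mM ATP final raises red fluorescence (525/598 nm). Compounds sat 15 min at room temperature with 20 nM WRN beforehand.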
# GLP-1R inv ag: acts as inverse agonist at human GLP-1 receptor. P43220. HEK293 GLP-1R CRE-luciferase, luminescence, 24 h; GLP-1R form is constitutively active. Potency, µM (titrated, usually from 38.3 µM), without a hit: at the top dose activity change, negative = inhibition, actives largely listed as inhibitors. 410,000 compounds, 1.6% hits. AID 624417; further: potency means the concentration at half of the fitted maximal effect; on the % scale 0 is the no-effect control and ±100 the full control effect; nearly all actives have a fitted effect of over 55% in size
#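 Readout was luciferase luminescence, measured 12 min after detection reagent at room temperature. Beforehand, GLP-1R reporter HEK293 cells had sat 12 h, then received compounds for 24 hr at 37 deg C.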
# D3 antag: D3 dopamine receptor (human) antagonism; 360,000 compounds, 2.5% hits; P35462; max response, negative = inhibition, %; D3R cells, DiscoveRx beta-arrestin luminescence, antagonist mode; active compounds read low; AID 652054; in the data active means max response below about -50%; inconclusive means no clear call, values can overlap the other calls; further: on the % scale 0 is the no-effect control and ±100 the full control effect; mostly tested at two doses, the higher about 12 µM
# Target sequence (P35462 whole entry, looked up): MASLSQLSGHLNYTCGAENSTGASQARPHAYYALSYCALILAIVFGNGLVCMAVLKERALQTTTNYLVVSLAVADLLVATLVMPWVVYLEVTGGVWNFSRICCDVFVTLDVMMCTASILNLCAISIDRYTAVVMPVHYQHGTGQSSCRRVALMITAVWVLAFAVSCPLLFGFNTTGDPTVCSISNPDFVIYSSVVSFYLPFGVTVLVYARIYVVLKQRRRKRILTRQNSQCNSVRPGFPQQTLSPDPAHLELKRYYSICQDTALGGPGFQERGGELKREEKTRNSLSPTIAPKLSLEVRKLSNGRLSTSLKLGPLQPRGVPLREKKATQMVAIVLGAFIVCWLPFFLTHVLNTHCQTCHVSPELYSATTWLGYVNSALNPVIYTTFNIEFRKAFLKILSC
#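 Cells plated overnight at 1500 cells/well, then exposed to library compounds with dopamine controls for 90 minutes at 37 degrees C. DiscoveRx reagent added for 30–60 minutes at room temperature; luminescence read, quantitative HTS format.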
# HEK293 tox: cytotoxicity counter-screen for GLP-1 receptor inverse agonists | HEK293 cAMP-luciferase reporter cells, luminescence, 24 h | Potency, µM (top dose mostly 38.3 µM), without a hit: top-dose activity change, negative = inhibition, hits mostly inhibitors | 410,000 compounds, 0.13% hits;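 further: loss of luciferase light is scored as toxicity; potency means the concentration at half of the fitted maximal effect; on the % scale 0 is the no-effect control and ±100 the full control effect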
#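 A 23 nL compound transfer followed 12 hours of cell culture at 37 deg C; exposure then lasted 24 hr. Luciferase assay detection reagent was dispensed and plates read for luminescence after a 12 min room-temperature wait.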
# PLK1 PBD block: inhibitors of human PLK1 polo-box domain binding | P53350 | Plk1 PBD binding of FITC phosphopeptide, fluorescence polarization | Potency, µM, inactives show max response, negative = inhibition, actives largely listed as inhibitors | 360,000 compounds, 2.8% hits | AID 720504; further: potency means the concentration at half of the fitted maximal effect; series mostly up to about 57 µM; on the % scale 0 is the no-effect control and ±100 the full control effect; nearly all actives have a fitted effect of over 65% in size
# Target sequence (P53350 whole entry, looked up, the tested form may be a part): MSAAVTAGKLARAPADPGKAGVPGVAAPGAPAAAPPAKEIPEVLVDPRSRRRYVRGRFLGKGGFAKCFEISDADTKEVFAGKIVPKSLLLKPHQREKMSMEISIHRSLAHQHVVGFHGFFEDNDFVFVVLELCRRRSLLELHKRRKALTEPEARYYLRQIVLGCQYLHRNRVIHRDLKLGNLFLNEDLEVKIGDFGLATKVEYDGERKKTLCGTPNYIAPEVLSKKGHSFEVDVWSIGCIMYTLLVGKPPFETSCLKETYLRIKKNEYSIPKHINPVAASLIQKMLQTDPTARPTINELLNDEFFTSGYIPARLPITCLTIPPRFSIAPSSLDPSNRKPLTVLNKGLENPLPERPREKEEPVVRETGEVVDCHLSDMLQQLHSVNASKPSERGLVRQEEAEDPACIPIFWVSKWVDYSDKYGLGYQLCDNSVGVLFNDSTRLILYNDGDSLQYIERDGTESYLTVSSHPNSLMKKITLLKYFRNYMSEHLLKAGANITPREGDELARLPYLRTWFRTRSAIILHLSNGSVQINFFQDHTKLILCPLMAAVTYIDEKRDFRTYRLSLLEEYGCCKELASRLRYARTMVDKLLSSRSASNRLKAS
# PI5P4Ka inh: blocks human PI5P4K alpha kinase activity; P48426; PI5P4Kalpha enzyme, ADP-Glo luminescence, 60 min; active compounds read low; max response, %; 330,000 compounds, 1.2% hits; AID 652105; active means max response of -50% or lower; inconclusive means between -30% and -50%; inactive means -30% or higher; further: value at the top dose of about 77 µM; on the % scale 0 is the no-effect control and ±100 the full control effect
#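 Enzyme plus substrate dispensed, test compounds pinned in, then ATP (5 microM final) added. After 60 min at RT, ADP-Glo reagent 1 for 45 min and reagent 2 for 30 min preceded luminescence imaging.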
# GLP-1R agonist: GLP-1 receptor (human) agonism; P43220; 380,000 compounds, 0.007% hits; HEK293 GLP-1R CRE-luciferase, luminescence, 4-6 h; cells express a hypersensitive GLP-1R form; Potency, µM (top dose mostly 45.6 µM), for inactives: at the highest dose activation, actives largely listed as activators; AID 624172; further: potency means the concentration at half of the fitted maximal effect; % of control where 0% means no effect
# IL2 activator: activates IL-2 in a cell-based reporter assay; activation, % (series mostly up to about 46 µM); 360,000 compounds, 0.065% hits; IL-2 activation reporter assay, cell-based qHTS; stimulated with anti-CD3/CD4/CD28 beads; in transgenic mouse T cells; AID 652025; in the data active means activation above about 50%; inconclusive means mostly about 30% to 49%; further: 0% is about no effect
#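 Readout is EGFP and DsRed signal by fluorescent plate cytometry after 18 h at 37 degrees C. Transgenic mouse T cells (750/well) received compound for 60 min before bead stimulation (anti-CD3, anti-CD4, anti-CD28); memory T cells served as non-tolerant control.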
# DRD3 agonist: agonists of human D3 dopamine receptor; D3R DiscoveRx beta-arrestin cells, luminescence, 90 min; 410,000 compounds, 0.58% hits; max activation, %; AID 652048; P35462; in the data active means max activation above about 30%; further: 0% is about no effect; mostly tested at two doses, the higher about 12 µM
#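 Agonist-mode cell screen: cells plated at 1500/well and incubated overnight at 37 °C, then exposed to library compounds for 90 min at 37 °C. Detection reagent was added for 30–60 min at room temperature, and luminescence was read.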
# Starred values were filed as active, the others as inactive; ? = inconclusive; . = not tested or not shown; [ ] = remark or other dose. Unless noted, the call rests on the fitted dose curve; in most records, active means well fitted curve in the direction sought with a large enough effect; inconclusive means small, poorly fitted or top-dose-only effect, or another doubt; inactive means no such curve, though single readings can be large; an effect the other way counts as inactive or inconclusive.
SMILES,WRN inhibitor,GLP-1R inv ag,D3 antag,HEK293 tox,PLK1 PBD block,PI5P4Ka inh,GLP-1R agonist,IL2 activator,DRD3 agonist
Cc1ccc(NC(=O)CC2S/C(=N/N=C3\CCCc4ccccc43)NC2=O)cc1 (stereo unspecified),-19%,?,-6,2%,-20%,28,9%,-1.8,4
COC(=O)CNC(=O)c1ccccc1C,5%,13%,15,-7%,3%,0,-5%,0.5,-2
CCOC(=O)C1C(=O)C=C(C)C(C(=O)OCC)C1c1cccc([N+](=O)[O-])c1 (stereo unspecified),-34%,-4%,8,1%,-5%,-5,-15%,1.3,0
COc1cccc(-n2c(Cc3cc(=O)[nH]c(=O)[nH]3)nnc2SCC(=O)NC2CCCC2)c1,-4%,-3%,-1,2%,-3%,3,3%,-3.1,5
O=C(Nc1nnc([C@@H]2C[C@H](O)[C@@H](CO)O2)s1)c1cccc(C(F)(F)F)c1,-4%,20%,-14,7%,-7%,-1,-2%,-0.8,3
COC(=O)CN(C)C(=O)c1ccc(OC2CCN(S(=O)(=O)N(C)C)CC2)cc1,-4%,11%,9,0%,13%,8,1%,0.9,4
O=C(C1=NN[C@@H]2C(=O)N(c3cccc(F)c3)C(=O)[C@H]12)c1ccc2ccccc2n1,-29%[57.1 µM],-11%,-10,-13%,-6%,-17,-7%,0.6,-4
Cc1ccc(-c2nc3ccccc3o2)cc1NC(=O)c1ccc2c(c1)OCO2,2%,0%,-8,5%,-3%,0,-13%,-1.8,0
CCCCNC(=O)C1CC(=O)N(C2CCCCC2)C1 (stereo unspecified),-2%,6%,-24,2%,-5%,.,0%,-2.2,1
COc1cc(OC)cc(C(=O)NC2=NCCS2)c1,2%,16%,2,-7%,0%,6,-5%,3.3,-4
COc1ccccc1CN(C)C[C@@H]1OCc2cnnn2CCCC(=O)N([C@H](C)CO)C[C@H]1C,4%,1%,?,7%,-14%,-3,5%,-2.3,-6
Nc1ncc(Br)cc1S(=O)(=O)NCCC(=O)NC1CCCCC1,5%,-24%,5,0%,27µM*,-16,-4%,-3.2,-15
COC(=O)c1cc(C(=O)N2CCN(c3cccc(Cl)c3)CC2)cc([N+](=O)[O-])c1,0%,?,6,?,-1%,-1,10%,-0.6,-2
Cc1ccc(/C=C/C(=O)OCc2nc(N)nc(Nc3ccccc3C)n2)o1,0%,-5%,-1,2%,2%,1,18%,1.6,1
CCOC(=O)C1=C(c2ccccc2)N(C)C(=O)NC1c1ccc(O)c(OC)c1 (stereo unspecified),-10%,3%,-9,9%,-4%,.,5%,-1.5,-7
COC(=O)CNC(=O)C(C)NC(=O)OCc1ccccc1 (stereo unspecified),-3%,-3%,-29,32%[activator],-14%,-2,-5%,-1.7,-2
CN(C)c1ncc(C2=C(Cl)C(=O)C(N3CCCC3)=C(Cl)C2=O)s1,9.5µM*,0%,?,2%,7.5µM*,.,3%,-2.0,-10
Cc1ccc(CNC(=O)CCNC(=O)N2CCn3c2nc2ccccc23)cc1,10%,-6%,0,7%,-7%,0,5%,2.2,-4
O=c1c2ccsc2ncn1Cc1ccc(Cl)cc1,-3%,-10%,28,6%,-1%,0,-4%,0.6,4
O=C(c1ccc(-c2ccccc2)cc1)N1CCN(c2nc3ccccc3o2)CC1,-6%,4%,22,2%,-19%,-1,-2%,-1.6,4
COCCNC(=O)C(c1ccc(O)cc1)N(Cc1ccco1)C(=O)CCC(=O)Nc1nccs1 (stereo unspecified),2%,3%,5,4%,-2%,-5,-17%,-0.2,2
Cc1cc(C)c(NC(=O)c2oc3ccccc3c2COc2ccccc2)c(C)c1,-12%[57.1 µM],?,7,1%,3%,-2,3%,-3.0,-6
Cn1nnnc1SCCNCc1ccncc1,6%,-6%,-24,-3%,-1%,.,1%,5.6,-6
O=C(Nc1ccc(-n2cccn2)cc1)C1CCN(Cc2ccccn2)CC1,-33%,-16%,0,2%,-4%,-4,7%,-2.9,-14
O=C1C2C(c3ccccc3)C=CC(c3ccccc3)C2C(=O)N1c1ccncc1 (stereo unspecified),-33%[57.1 µM],-10%,13,16%,-6%,1,-23%,-0.3,5
# Remaining list, next part:
SMILES,WRN inhibitor,GLP-1R inv ag,D3 antag,HEK293 tox,PLK1 PBD block,PI5P4Ka inh,GLP-1R agonist,IL2 activator,DRD3 agonist
CC(C)(Cc1cc(CC(C)(C)C(=O)O)cc(C(C)(C)C)c1)C(=O)O,-6%,24%,19,3%,-4%,8,-5%,-2.0,0
COc1ccc(NC(=O)CN(C)C(=O)c2ccc3c(c2)CC(c2ccccc2)OC3=O)cc1 (stereo unspecified),8%,-2%,15,1%,-1%,-4,-6%,-1.0,-6
O=C(O)c1ccc(COc2ccccc2C=C2C(=O)c3ccccc3C2=O)cc1,-16%[11.6 µM],6%,-19,2%,0.47µM*,-26,4%,0.0,-8
COc1cc(NC(=O)c2cccnc2Sc2ccc(Cl)cc2)cc(OC)c1OC,4%,0%,0,20%,-14%,7,2%,-0.7,-6
CC1Cc2ccccc2N1S(=O)(=O)c1ccc(Cl)nc1 (stereo unspecified),-3%,?,-9,0%,0%,9,12%,-0.4,3
CCNC(=O)C1(C)CCCN(C(=O)c2ccnc(Cl)c2)C1 (stereo unspecified),1%,-5%,33,5%,-5%,-2,-3%,-0.5,7
O=C1CCCC(=O)N1c1ccc(O)cc1,-1%,4%,5,4%,?,6,0%,-1.6,0
CCOC(=O)/C=c1\s/c(=C(\C#N)C(=O)NC)n(-c2ccccc2)c1=O,-12%,-43%,11,-5%,-13%,0,12%,0.9,0
COCCn1c(SCC(=O)Nc2ccc(F)cc2)nc2c(oc3ccccc32)c1=O,2%,-2%,6,-2%,-4%,3,10%,-2.7,2
CCOC(=O)C1=C(C)NC(C)=C(C(=O)OCC)C1c1cccc([N+](=O)[O-])c1,-9%,10µM*,9,-11%,-9%,26,-4%,-3.0,-1
CCN1C=C(Cc2cccs2)C2=C(C1)C(c1cccs1)C(C#N)=C(N)O2 (stereo unspecified),-23%,?,?,-10%,-12%,?,-13%,-0.5,4
CN(C)c1ccc(S(=O)(=O)N2CCCCC2)cc1NC(=O)CN1C(=O)NC(C)(c2ccccc2)C1=O (stereo unspecified),-3%,-23%,0,4%,0%,-6,-1%,-0.1,5
Cc1ccc(C(C)C)c(OCCCNCc2cccnc2)c1,13%,?,?,-8%,-1%,0,-4%,1.1,-7
COc1ccc(S(=O)(=O)N2CCCN(S(=O)(=O)c3ccc(OC)c(C)c3)CC2)cc1C,-15%[57.1 µM],-1%,3,?,2%,.,2%,-2.2,1
O=C(NC1CCCC1)c1cc(-c2ccccc2Cl)on1,-3%,?,0,-1%,2%,4,14%,-0.2,-9
Cc1ccc(NC(=O)CCc2ccc(C)o2)c(Br)c1,-4%,-18%,23,-2%,?,-2,6%,-0.1,0
O=C(Nc1ccccc1)C1Cc2ccccc2CN1C(=O)c1ccco1 (stereo unspecified),-12%,-1%,4,-27%,-15%,?,-3%,2.2,0
Cn1cccc1Cc1nnc(SCC(=O)NCC2CCCO2)n1CCc1ccccc1 (stereo unspecified),1%,2%,43,-19%,-2%,.,-8%,-1.1,-2
CC(C(=O)c1ccc(Br)cc1)[n+]1cccc2ccccc21 (stereo unspecified),2%,0%,?,-13%,1%,1,-1%,-0.5,-7
COCCCn1c(SCC(=O)Nc2ccc3c(c2)OCCO3)nnc1-c1ccoc1C,3%,-18%,-16,1%,-8%,-1,-1%,7.1,9
COC(=O)C1CCN(C(=O)/C=C/c2ccc3c(c2)OCO3)CC1,6%,6%,-30,-3%,?,-13,-1%,1.2,-4
O=C(Nc1cccnc1)Nc1ccc(F)c(Cl)c1,5%,?,-15,-15%,-11%,.,-1%,-0.6,1
CCn1c(=O)c2ccccc2n(CC(=O)NCCC2=CCCCC2)c1=O,-4%,?,-13,8%,-8%,4,1%,-0.2,-11
N#CCc1ccc(NS(=O)(=O)c2ccc(C3CCCCC3)cc2)cc1,-1%,18%,-10,6%,3%,2,12%,-1.0,-2
N#CC1(Nc2ccccc2)C(=O)Nc2ccccc21 (stereo unspecified),-14%,0%,-19,-11%,0%,2,-2%,-2.4,-4
# Remaining list, next part
SMILES,WRN inhibitor,GLP-1R inv ag,D3 antag,HEK293 tox,PLK1 PBD block,PI5P4Ka inh,GLP-1R agonist,IL2 activator,DRD3 agonist
CCOc1cc(N2CCOCC2)c(OCC)cc1NC(=O)C1CC(=O)N(c2ccc(C)cc2)C1 (stereo unspecified),-6%,7%,2,4%,-2%,-3,0%,0.7,3
COc1ccc(/C=C2\Sc3ccc(C(=O)NCc4cccnc4)cc3N(C)C2=O)cc1OC,-15%,324%[activator],4,-17%,-1%,-7,?,-2.7,15
O=[N+]([O-])c1ccc2c(c1)C(N1CCOCC1)/C(=C/COc1ccc(F)cc1)O2 (stereo unspecified),-2%,?,-20,14%,-8%,17,9%,1.3,-12
CCN(CC)c1nc2c(s1)C(=O)NCCC2,-10%,0%,-13,3%,0%,.,1%,1.6,-3
CCCN(CCC)C(=O)C1c2ccccc2Oc2ccccc21,2%,?,8,1%,-5%,-6,3%,-0.5,-1
O=C(NCc1ccccc1)C1CCN(S(=O)(=O)c2ccc(N3CCCC3=O)cc2)CC1,-7%,8%,5,18%,-23%,0,-4%,-1.9,-11

# Whole records, quoted from the list. Order of screens: WRN inhibitor	GLP-1R inv ag	D3 antag	HEK293 tox	PLK1 PBD block	PI5P4Ka inh	GLP-1R agonist	IL2 activator	DRD3 agonist
# CCCN(CCC)C(=O)C1c2ccccc2Oc2ccccc21 is listed as 2%	?	8	1%	-5%	-6	3%	-0.5	-1
# CCN(CC)c1nc2c(s1)C(=O)NCCC2 is listed as -10%	0%	-13	3%	0%	.	1%	1.6	-3
# CCOc1cc(N2CCOCC2)c(OCC)cc1NC(=O)C1CC(=O)N(c2ccc(C)cc2)C1 (stereo unspecified) is listed as -6%	7%	2	4%	-2%	-3	0%	0.7	3
# COc1ccc(/C=C2\Sc3ccc(C(=O)NCc4cccnc4)cc3N(C)C2=O)cc1OC is listed as -15%	324%[activator]	4	-17%	-1%	-7	?	-2.7	15
